Bioassay records deposited in PubChem by National Center for Advancing Translational Sciences (NCATS).
Menin-MLL TR inh: inhibitors of human menin-MLL interaction, mutant MLL peptide. O00255. Menin + Texas Red MLL mutant peptide, fluorescence polarization. Potency, µM (titrated, usually from 61.6 µM), for inactives: top-dose FP activity change, negative = inhibition, usual class: inhibitors. hit rate 0.23% among 270,000; active = well fitted inhibition curve with a large enough effect in the polarisation, with a control signal flat, not every such curve was filed as active; inconclusive = small, poorly fitted or top-dose-only effect, or effect the other way, or a change in a side signal; inactive = no such curve, though single readings can be large or run the other way; the % refers to the polarisation; note: potency is the fitted concentration of half-maximal effect; % of control where 0% means no effect; many of its hits are not listed in these tables
Target sequence (O00255 whole entry, looked up): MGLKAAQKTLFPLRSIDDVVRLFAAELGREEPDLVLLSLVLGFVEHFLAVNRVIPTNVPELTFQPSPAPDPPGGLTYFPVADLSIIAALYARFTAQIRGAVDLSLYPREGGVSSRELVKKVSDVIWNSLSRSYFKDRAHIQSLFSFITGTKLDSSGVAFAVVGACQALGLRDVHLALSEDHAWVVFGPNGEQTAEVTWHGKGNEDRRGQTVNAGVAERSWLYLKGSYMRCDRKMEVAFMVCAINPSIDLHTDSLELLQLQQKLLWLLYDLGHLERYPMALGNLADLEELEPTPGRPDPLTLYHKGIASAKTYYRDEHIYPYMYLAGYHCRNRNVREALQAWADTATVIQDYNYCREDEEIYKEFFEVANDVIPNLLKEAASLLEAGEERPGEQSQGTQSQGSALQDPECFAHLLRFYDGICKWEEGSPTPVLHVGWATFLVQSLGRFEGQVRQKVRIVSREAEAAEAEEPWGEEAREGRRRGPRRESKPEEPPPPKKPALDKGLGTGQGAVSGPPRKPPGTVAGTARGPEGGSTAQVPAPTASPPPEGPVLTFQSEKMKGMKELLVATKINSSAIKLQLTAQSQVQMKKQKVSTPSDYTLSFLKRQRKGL
MBNL1 CUG block: MBNL1-poly(CUG) RNA binding inhibition; Q9NR56; TR-FRET MBNL1-His/biotin-(CUG)12 binding, 665/545 ratio; Potency, µM (titrated, usually from 57.5 µM), for inactives: at the top dose activity change, negative = inhibition, usual class: inhibitors; hit rate 0.036% among 280,000; AID 2675; active = well fitted inhibition curve with a large enough effect in the signal ratio, with a control signal flat, not every such curve was filed as active; inconclusive = small, poorly fitted or top-dose-only effect, or effect the other way, or a change in a side signal; inactive = no such curve, though single readings can be large or run the other way; the % refers to the signal ratio; note: potency is the fitted concentration of half-maximal effect; % is set by controls: 0 for no effect and ±100 for the full control effect
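Compound titration spanned 92 nM–58 uM against the MBNL1-His/biotin-(CUG)12 complex. After 60 min at room temperature with 5 nM streptavidin-XL665 and 0.055 ng/ul terbium anti-His, ratiometric 665/545 nm emission (Ex 340 nm) normalized to controls.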
USP2a block: inhibitors of human ubiquitin-specific protease USP2a | USP2 core, Ub-CHOP2 coupled fluorogenic reporter, 485/531 | Potency, µM (top dose mostly 38.3 µM), inactives show top-dose activity change, negative = inhibition, hits mostly inhibitors | hit rate 0.01% among 330,000 | AID 463254;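 note: potency is the fitted concentration of half-maximal effect; plate controls were DMSO wells for no effect and full inhibition by NEM control for full effect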
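USP2 core (10nM final) preincubated 30min RT with compound in 20mM Tris-HCl pH 8.0, 2mM CaCl2, 2mM beta-mercaptoethanol, 0.05% CHAPS; 25nM Ub-CHOP2 plus 25nM reporter substrate added, fluorescence (Ex485/Em531) read after 60min.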
KCNH2 WT inh: blocks the wildtype human KCNH2 potassium channel | Q12809 | U2OS, BacMam KCNH2, thallium flux FluxOr; hits give low values | activity change, % at 1.84 µM | hit rate 0.37% among 340,000;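 active = maximum activity change below -70%; inconclusive = maximum activity change between -70% and -50%; inactive = maximum activity change above -50%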; note: % is set by controls: 0 for no effect and ±100 for the full control effect
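U2OS cells were transduced with wild-type KCNH2 virus (2.03 x 10^8 / mL) for 4 h at room temperature, then cultured overnight at 37 C. Thallium flux was read with FluxOr dye. Rate constants were normalized to DMSO controls.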
Chronic BCR inh: blocks chronic active B-cell receptor signaling; ABC-DLBCL IkBa-CBG/CBR reporter, luminescence ratio, 4 h; Potency, µM (doses to about 46.1 µM), without a hit: at the top dose ratio change, negative = lower green/red ratio, usual class: inhibitors; hit rate 0.05% among 340,000; active = well fitted inhibition curve with a large enough effect in the signal ratio, with a control signal flat, not every such curve was filed as active; inconclusive = small, poorly fitted or top-dose-only effect, or effect the other way, or a change in a side signal; the % refers to the signal ratio;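 note: potency is the fitted concentration of half-maximal effect; plate controls were basal doxycycline-induced cells for no effect and cells given 10 µM MG132 for full effect; MG132 reads +100%, hits lower the ratio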
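Doxycycline induced both beetle luciferases in TMD8 lymphoma cells; IKK-driven degradation limits the IkappaBalpha-fused green signal, while red luminescence normalises for cell number and nonspecific effects. Compounds tested up to 46 uM, 4 hrs.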
PKM2 activator: activators of human pyruvate kinase M2; P14618; purified PKM2, Kinase-Glo ATP luminescence, activation; response scale: 0% is enzyme alone, no compound; Potency, µM (highest dose often 57.5 µM), inactives show at the top dose activation, actives largely listed as activators; hit rate 0.34% among 260,000; AID 1631; note: potency is the fitted concentration of half-maximal effect; % is set by controls: 0 for no effect and ±100 for the full control effect; nearly all actives have a fitted effect of over 55% in size
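Kinase-Glo luminescence reports ATP generated from ADP (0.1 mM) and PEP (0.5 mM) by purified hPK-M2 after 1 h at room temperature, pH 7.2 imidazole buffer; intermediate enzyme activity allows detecting inhibitors and activators.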
TSHR antagonist: antagonists of human thyroid stimulating hormone receptor | TSHR-expressing cells, TSH-stimulated cAMP HTRF, 2 h; hits give low values | activity change, negative = inhibition, % at 11.5 µM | hit rate 0.2% among 330,000;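 active = activity change below a set negative limit, meaning inhibition stronger than a set level, cut at about -70% in these data; inconclusive = activity change between two set negative limits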; note: % is set by controls: 0 for no effect and ±100 for the full control effect
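Antagonism was scored as loss of TSH-driven cAMP in TSHR cells, stimulated with 4nM TSH (EC80) for 2 hours at 37 deg C and detected by homogeneous HTRF competition immunoassay.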
Mito fusion act: mitochondrial division inhibition or fusion activation. S. cerevisiae fusion-defective mutant growth rescue, CellTiterGlo 48 h. Potency, µM (highest dose often 46.1 µM), for the others: at the top dose growth rescue (activation), actives largely listed as activators. hit rate 0.23% among 320,000;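 note: potency is the fitted concentration of half-maximal effect; % of control where 0% means no effect; nearly all actives have a fitted effect of over 45% in size; temperature-sensitive fusion mutants such as fzo1-1 at 37 °C on non-fermentable ethanol glycerol medium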
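Temperature-sensitive fusion-defective S. cerevisiae (e.g. fzo1-1, mgm1-5) were grown with compound in YPEG medium (3% ethanol, 3% glycerol) for 48 hours at 37C. Growth rescue was measured as viability by CellTiterGlo luminescence after 10 minutes at ambient.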
GALK inh: blocks human galactokinase activity. Purified GALK, Kinase-Glo residual ATP luminescence. Potency, µM (highest dose often 57.5 µM), without a hit: at the highest dose activity change, negative = inhibition, hits mostly inhibitors. hit rate 0.007% among 270,000; note: potency is the fitted concentration of half-maximal effect; % is set by controls: 0 for no effect and ±100 for the full control effect
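The enzyme phosphorylates galactose (100 uM) using ATP (35 uM); inhibition is detected as higher residual ATP, quantified by bioluminescence after 1 h reaction at room temperature, pH 8.0.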
S-ASM inh: human S-ASM enzyme inhibition; Potency, µM (series often up to 57.5 µM), inactives show at the top dose activity change, negative = inhibition, usual class: inhibitors; P17405; placental ASM, HMU-PC fluorogenic substrate, 60 min; hit rate 0.006% among 340,000; note: potency is the fitted concentration of half-maximal effect
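Human placenta-derived ASM preincubated with compound 10 min at room temperature, then reacted with 9 uM (final) fluorogenic HMU-PC substrate for 60 min at 37 C. Stop solution raises pH to 10; fluorescence read at Ex 386/Em 447 nm.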
Eya2 phos inh: Eya2 (human) phosphatase inhibition. Potency, µM (series often up to 76.9 µM), without a hit: top-dose activity, negative = inhibition, hits mostly inhibitors. recombinant Eya2, OMFP fluorescence dephosphorylation (OMFP is methylfluorescein phosphate). hit rate 0.006% among 330,000; note: potency is the fitted concentration of half-maximal effect; % is set by controls: 0 for no effect and ±100 for the full control effect
Target sequence (O00167 whole entry, looked up): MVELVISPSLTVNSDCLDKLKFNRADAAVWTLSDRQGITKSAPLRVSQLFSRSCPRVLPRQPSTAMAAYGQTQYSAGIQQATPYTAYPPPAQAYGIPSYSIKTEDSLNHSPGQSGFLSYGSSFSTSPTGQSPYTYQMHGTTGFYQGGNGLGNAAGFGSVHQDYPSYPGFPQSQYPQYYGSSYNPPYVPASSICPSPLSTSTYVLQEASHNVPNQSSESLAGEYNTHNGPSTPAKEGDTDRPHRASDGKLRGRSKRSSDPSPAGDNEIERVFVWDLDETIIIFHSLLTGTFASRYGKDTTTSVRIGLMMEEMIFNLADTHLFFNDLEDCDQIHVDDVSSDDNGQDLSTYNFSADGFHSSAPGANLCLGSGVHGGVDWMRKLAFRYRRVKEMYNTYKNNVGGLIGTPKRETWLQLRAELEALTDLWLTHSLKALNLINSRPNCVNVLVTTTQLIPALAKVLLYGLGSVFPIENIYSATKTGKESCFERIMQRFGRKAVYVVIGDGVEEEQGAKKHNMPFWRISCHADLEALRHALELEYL
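Eya2 (0.2 uM) preincubated 10 min at ambient with compound, then OMFP substrate added at 50 uM; 10 min reaction in 50 mM HEPES pH 7.5, 50 mM NaCl, 5 uM MgCl2, 0.05% BSA, 1 mM DTT. Fluorescence read at Ex 485/Em 525 nm.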
Numbers without * were called inactive; u = inconclusive; x = not tested or not shown; [ ] = remark or other dose. Unless noted, calls come from the whole dose curve; as a rule, active = well fitted curve in the direction sought with a large enough effect; inconclusive = small, poorly fitted or top-dose-only effect, or another doubt; inactive = no such curve, though single readings can be large; an effect the other way counts as inactive or inconclusive.

cpd	Molecule	S-ASM inh	Menin-MLL TR inh	TSHR antagonist	KCNH2 WT inh	Mito fusion act	USP2a block
1	CCCOc1cccc(C(=O)Nc2cccnc2)c1	2%	-1%	6	6	-5%	-1%
2	O=C(COc1ccc(F)c(Cl)c1)N1CCN(c2ccccn2)CC1	1%	x	2	6	10%	0%
3	COc1cc2c(cc1OC)C1=C(C#N)CC/C(=N\S(=O)(=O)c3cccc(Cl)c3)N1CC2	43%[activator]	2%	1	-15	3%	1%
4	COCCCn1cnnc1SCC(=O)Nc1ccc(S(=O)(=O)N2CCCC2)cc1	5%	2%	8	-13	2%	0%
5	CCCn1c2c(c(O)c(C(=O)Nc3nc4ccccc4s3)c1=O)CCCC2	55%	-11%	-3	-4	-4%	2%
6	COc1ccc(N2C(=O)CC(N(Cc3ccc(S(N)(=O)=O)cc3)C(C)=O)C2=O)cc1 (configuration not stated)	0%	6%	7	-5	-5%	1%
7	O=C(Nc1ccc(S(=O)(=O)Nc2ccccn2)cc1)c1cccc([N+](=O)[O-])c1	0%	u	-13	13	3%	1%
8	O=C(NN=C1CCCCC1)Nc1ccccc1Cl	3%	x	6	-9	-1%	0%
9	O=C(CC1SC(N2CCCC2)=NC1=O)Nc1ccc(C(=O)Nc2ncccc2O)cc1 (configuration not stated)	-2%	x	-1	1	2%	1%
10	CCOC(=O)N1CCN(C(=O)Cn2nc(-c3ccc(Cl)cc3)ccc2=O)CC1	2%	u	53	-1	-4%	2%

cpd	Eya2 phos inh	Chronic BCR inh	MBNL1 CUG block	PKM2 activator	GALK inh
1	0%	-1%	10%	-2%	12%
2	-1%	6%	-5%	-14%	4%
3	-8%	-7%	18%	3%	x
4	20%	2%	2%	6%	1%
5	12%	9%	-6%	-5%	4%
6	0%	7%	3%	-4%	1%
7	6%	3%	u	8%	-5%
8	19%	-15%	x	x	x
9	4%	u	x	x	x
10	-5%	7%	u	-1%	0%

Next part
cpd	Molecule	S-ASM inh	Menin-MLL TR inh	TSHR antagonist	KCNH2 WT inh	Mito fusion act	USP2a block
11	O=C(NCN1CCN(c2ccccc2F)CC1)c1ccccc1	2%	14%	-4	0	-4%	1%
12	COc1ccc(NC(=O)c2ccc(-c3ccc([N+](=O)[O-])cc3)o2)cc1	-15%	u	-1	17	-2%	-1%
13	Cc1cc(C)nc(-n2nc(C)c3c(C)c(C)c(C)nc32)n1	x	1%	6	x	-1%	2%
14	CCc1cc(=O)oc2c(C)c(OC(C)C(=O)N3CC[C@@]4(O)CCCC[C@H]4C3)ccc12 (some centres not stated)	-1%	-2%	-12	-10	0%	1%
15	O=C(Nc1nc2c(s1)CCCC2)c1ccc(S(=O)(=O)N2CCCc3ccccc32)cc1	3%	-21%	-10	-11	14%	1%
16	CC(NC(=O)CCSc1nc(-c2ccc3c(c2)OCO3)cc(C(F)(F)F)n1)c1ccccc1 (configuration not stated)	118%[activator]	-5%	-15	-7	3%	2%
17	COc1ccc(NC(=O)N2CCCc3cc(C)ccc32)c(OC)c1	3%	-20%	1	9	3%	3%
18	CC(=O)N(Cc1cccs1)Cc1cc2cc(C)c(C)cc2nc1Cl	-3%	u	-2	-4	2%	0%
19	CCCCNC(=O)c1cc2c(=O)n3cccc(C)c3nc2n(CCN2CCOCC2)c1=N	294%[activator]	-7%	-2	17	4%	2%
20	Nc1sc(-c2ccccc2)cc1C(=O)N/N=C/c1ccc(Cl)cc1	-24%	x	-15	-5	-14%	-1%

cpd	Eya2 phos inh	Chronic BCR inh	MBNL1 CUG block	PKM2 activator	GALK inh
11	-9%	-1%	10%	-7%	2%
12	-20%	1%	u	5%	-2%
13	33%	-11%	1%	-3%	2%
14	6%	-17%	1%	-2%	x
15	-1%	9%	x	0%	1%
16	u	6%	1%	-2%	-3%
17	6%	-1%	3%	-9%	3%
18	-4%	-1%	-4%	4%	6%
19	-26%	9%	u	1%	0%
20	-1%	u	0%	-3%	6%

Full records, quoted from the list. Order of screens: S-ASM inh, Menin-MLL TR inh, TSHR antagonist, KCNH2 WT inh, Mito fusion act, USP2a block, Eya2 phos inh, Chronic BCR inh, MBNL1 CUG block, PKM2 activator, GALK inh
`O=C(NCN1CCN(c2ccccc2F)CC1)c1ccccc1` across the screens: 2%, 14%, -4, 0, -4%, 1%, -9%, -1%, 10%, -7%, 2%
`CCCCNC(=O)c1cc2c(=O)n3cccc(C)c3nc2n(CCN2CCOCC2)c1=N` across the screens: 294%[activator], -7%, -2, 17, 4%, 2%, -26%, 9%, u, 1%, 0%
`COc1ccc(NC(=O)N2CCCc3cc(C)ccc32)c(OC)c1` across the screens: 3%, -20%, 1, 9, 3%, 3%, 6%, -1%, 3%, -9%, 3%
`CC(NC(=O)CCSc1nc(-c2ccc3c(c2)OCO3)cc(C(F)(F)F)n1)c1ccccc1` (configuration not stated) across the screens: 118%[activator], -5%, -15, -7, 3%, 2%, u, 6%, 1%, -2%, -3%
`COc1ccc(NC(=O)c2ccc(-c3ccc([N+](=O)[O-])cc3)o2)cc1` across the screens: -15%, u, -1, 17, -2%, -1%, -20%, 1%, u, 5%, -2%

Going on with the list.
cpd	Molecule	S-ASM inh	Menin-MLL TR inh	TSHR antagonist	KCNH2 WT inh	Mito fusion act	USP2a block
21	Cc1c(C)c2ccc(OC(C)C(=O)NCCN3CCOCC3)c(C)c2oc1=O (configuration not stated)	3%	u	-10	-5	-2%	2%
22	COc1ccc2c(CCNC(=O)Nc3ccccc3)c[nH]c2c1	-1%	u	1	2	1%	1%
23	Cc1nn(Cc2ccc(C(=O)N/N=C/c3ccncc3)o2)c(C)c1Cl	-1%	0%	5	6	-3%	3%
24	Cc1nc(NS(=O)(=O)c2ccccc2)sc1NC(=O)OCCN(C)C	-1%	16%	1	1	-8%	u
25	CC(=O)c1c(N2CCOCC2)nc(=S)n(-c2ccc([N+](=O)[O-])cc2)c1C	2%	6%	2	30	0%	2%
26	Cc1ccc(-n2c(=O)c3ccccc3n(CC(=O)C(C)(C)C)c2=O)cc1	3%	-9%	-10	-16	-11%	-1%
27	COc1ccc(N2CCN(S(=O)(=O)c3cn(C)c(=O)n(C)c3=O)CC2)cc1	-1%	x	5	x	5%	0%
28	Cc1ccccc1C(=O)OCc1cnc(Cl)s1	-4%	11%	-14	-3	-1%	0%
29	CC(C)(C)NC(=O)C(c1cccs1)N(C(=O)c1csnn1)c1ccccc1F (configuration not stated)	2%	-18%	-4	-13	5%	3%
30	N#CCCn1cnc2ccccc21	-1%	15%	-3	-5	1%	1%

cpd	Eya2 phos inh	Chronic BCR inh	MBNL1 CUG block	PKM2 activator	GALK inh
21	-16%	-5%	4%	17%[0.46 µM]	0%
22	-1%	7%	7%	2%	1%
23	-7%	-14%	u	-2%	2%
24	20%	3%	-6%	10%	0%
25	15%	17%	u	-2%	-1%
26	9%	6%	-3%	6%	2%
27	8%	7%	-16%	-3%	0%
28	u	u	-4%	0%	-2%
29	-1%	3%	-1%	-29%	10%
30	-7%	9%	2%	20%	2%

(next part)
cpd	Molecule	S-ASM inh	Menin-MLL TR inh	TSHR antagonist	KCNH2 WT inh	Mito fusion act	USP2a block
31	Cc1ccnc(NS(=O)(=O)c2ccc(NC(=O)CCS(=O)(=O)c3ccccc3)cc2)n1	7%	4%	6	x	-1%	9%
32	Nc1ncnc(Nc2ccc(F)cc2)n1	4%	-7%	1	1	0%	2%
33	CCCn1c(NC(=O)CCNC(=O)c2ccccc2Cl)nc2ccccc21	2%	x	8	1	5%	0%
34	CCc1ccc2[nH]c(=O)c(CN(Cc3ccccc3)C(=O)Nc3ccccc3OC)cc2c1	-10%	-16%	4	-12	8%	1%

cpd	Eya2 phos inh	Chronic BCR inh	MBNL1 CUG block	PKM2 activator	GALK inh
31	-22%	0%	3%	-5%	1%
32	3%	0%	x	-6%	2%
33	21%	-8%	x	x	x
34	-6%	u	2%	-6%	-2%

This is a subset; rates above refer to the full screens.
